Screening data as filed in PubChem.
NR5A2 inv ag = suppresses constitutive activity of human LRH-1. AID 602396. hit rate 0.13% among 360,000. inhibition, % at 3.6 µM. HEK293T StAR-luciferase reporter, LRH-1 transfected, 24 h;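 active = inhibition above the mean inhibition of all tested compounds plus 3 SD, cut at about 73% in these data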;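 also: 0% = DMSO wells and 100% = reporter-only cells lacking LRH-1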
TRAIL sens C8 = caspase-8 TRAIL sensitization | NB7+C8 cells + TRAIL, ATPlite viability luminescence | inhibition (viability loss, TRAIL sensitization), % at 10 µM | hit rate 1% among 360,000;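 active = compounds causing at least 50% loss of cell viability in the single-dose screen, relative to plate controls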
LMP1 NFkB inh = reduces LMP1-driven NF-kappaB luciferase signal. LMP1-induced NF-kappaB luciferase reporter cells, luminescence. inhibition, % at 12.5 µM. hit rate 0.69% among 350,000. AID 504558; in the data active = inhibition above about 41%; inconclusive = no clear call, values can overlap the other calls;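 also: 0% = neutral control wells and 100% = reference inhibitor control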
SRC2 inh = human SRC2 (NCOA2) inhibition | hit rate 0.17% among 370,000 | inhibition, % at 9 µM | Q15596 | HEK293 GAL4-SRC2 luciferase reporter, luminescence;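 active = inhibition above the mean inhibition of all tested compounds plus 3 SD, set per campaign, cut at about 52% in these data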;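 also: 0% = DMSO treated cells and 100% = cells given Gossypol at 36 µM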
NCOA1 inh = human NCOA1 inhibition. Q15788. HEK293 GAL4-SRC1 luciferase reporter, luminescence. inhibition, % at 3.6 µM. hit rate 0.12% among 360,000. AID 588354;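 active = inhibition above the campaign mean plus 3 SD, with each screening campaign given its own cutoff, cut at about 60% in these data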;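 also: 0% = DMSO treated cells and 100% = gossypol at 36 µM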
NOD2-RIPK2 inh = NOD2-RIPK2 protein interaction inhibition; AID 624267; CHO BLA complementation NOD2-RIPK2, CCF4 ratio; hit rate 0.38% among 360,000; inhibition, % at 4.98 µM; in the data active = inhibition above about 21%;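 also: 0% = vehicle only and 100% = reference blocker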
TLR9-MyD88 inh = TLR9-MyD88 interaction inhibition | CHO BLA complementation TLR9-MyD88, CCF4 FRET ratio | hit rate 0.21% among 340,000 | Q9NR96+Q99836 | inhibition, % at 4.98 µM;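 active = inhibition above the mean over all tested compounds plus 3 SD, cut at about 21% in these data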;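 also: 0% = DMSO only wells and 100% = clavulanate BLA inhibitor control wells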
NR2F2 inh = inhibitors of human COUP-TFII (NR2F2); HEK293T NGFI-A luciferase reporter, luminescence; AID 686940; P24468; hit rate 0.7% among 370,000; inhibition, % at 8.6 µM;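 active = inhibition above a per-plate cutoff, mean inhibition of test wells between control levels plus 3 SD, cut at about 38% in these data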;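 also: cells cotransfected with COUP-TFII expression vector driving the NGFI-A reporter; 0% = median of COUP-TF2 test wells and 100% = reporter-only cells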
TROY signal inh = inhibitors of TROY-dependent NF-kB signaling. Q293 LMP1-TROYcd NF-kB luciferase reporter, 4 h. inhibition, % at 10 µM. hit rate 0.98% among 360,000. AID 1347056;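 active = compounds whose plate-normalised and pattern-corrected inhibition of the luciferase reporter signal at the single screening dose is 50% or more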
SRC3 inh = inhibits human SRC3 coactivator | hit rate 0.17% among 360,000 | AID 588352 | Q9Y6Q9 | HEK293 GAL4-SRC3 luciferase reporter, luminescence | inhibition, % at 3.6 µM;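 active = inhibition above a per-campaign cutoff, the mean of all compounds plus 3 SD, cut at about 60% in these data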;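 also: 0% = DMSO-treated cells and 100% = gossypol-treated cells at 36 µM; higher means less SRC3-driven luciferase light from the GAL4 reporter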
Target sequence (Q9Y6Q9 whole entry, looked up, the tested form may be a part): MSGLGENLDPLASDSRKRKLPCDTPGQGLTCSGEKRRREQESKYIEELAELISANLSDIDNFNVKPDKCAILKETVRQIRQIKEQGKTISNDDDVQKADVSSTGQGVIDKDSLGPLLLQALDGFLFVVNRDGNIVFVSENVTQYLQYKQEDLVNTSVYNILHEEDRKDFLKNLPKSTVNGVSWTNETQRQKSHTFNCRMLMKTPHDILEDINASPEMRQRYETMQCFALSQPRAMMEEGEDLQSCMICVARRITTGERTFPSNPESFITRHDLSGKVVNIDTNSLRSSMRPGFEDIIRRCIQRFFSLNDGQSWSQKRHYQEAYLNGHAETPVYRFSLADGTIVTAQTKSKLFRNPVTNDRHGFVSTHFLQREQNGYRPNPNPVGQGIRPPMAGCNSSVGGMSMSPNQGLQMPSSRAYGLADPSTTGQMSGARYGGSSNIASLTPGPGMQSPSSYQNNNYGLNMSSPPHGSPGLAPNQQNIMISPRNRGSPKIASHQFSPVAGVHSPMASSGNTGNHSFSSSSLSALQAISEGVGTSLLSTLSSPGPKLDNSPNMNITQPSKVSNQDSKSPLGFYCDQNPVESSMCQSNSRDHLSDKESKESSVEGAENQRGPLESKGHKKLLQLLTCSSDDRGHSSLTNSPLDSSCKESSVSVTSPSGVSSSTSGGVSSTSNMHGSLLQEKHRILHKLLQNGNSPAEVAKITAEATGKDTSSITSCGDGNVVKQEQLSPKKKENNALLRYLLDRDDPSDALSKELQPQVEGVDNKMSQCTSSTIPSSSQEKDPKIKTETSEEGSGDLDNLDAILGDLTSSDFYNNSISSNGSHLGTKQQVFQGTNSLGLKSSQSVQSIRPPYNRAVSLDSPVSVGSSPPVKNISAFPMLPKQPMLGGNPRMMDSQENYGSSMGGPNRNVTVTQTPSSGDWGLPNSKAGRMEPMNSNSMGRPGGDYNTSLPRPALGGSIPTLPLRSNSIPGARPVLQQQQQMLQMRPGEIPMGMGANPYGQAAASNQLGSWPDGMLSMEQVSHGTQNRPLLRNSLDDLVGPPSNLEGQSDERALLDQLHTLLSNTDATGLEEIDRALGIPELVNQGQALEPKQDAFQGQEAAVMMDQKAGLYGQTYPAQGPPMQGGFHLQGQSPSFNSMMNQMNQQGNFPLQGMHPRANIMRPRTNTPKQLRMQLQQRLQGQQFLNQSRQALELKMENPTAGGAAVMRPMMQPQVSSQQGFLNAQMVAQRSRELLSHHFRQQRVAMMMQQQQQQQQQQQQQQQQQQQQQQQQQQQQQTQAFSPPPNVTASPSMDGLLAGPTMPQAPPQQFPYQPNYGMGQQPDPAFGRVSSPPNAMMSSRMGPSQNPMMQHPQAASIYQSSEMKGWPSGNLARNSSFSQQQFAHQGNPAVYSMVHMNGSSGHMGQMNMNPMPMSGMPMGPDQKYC
TWEAK-Fn14 inh = blocks TWEAK-Fn14 interaction in a reporter cell assay | inhibition, % at 10 µM | hit rate 2% among 360,000 | TWEAK-stimulated Fn14 reporter cells, luciferase luminescence, 8 h; in the data active = inhibition above about 50%
* marks the source's active call; other numbers are inactive results; u = inconclusive; x = no result given.

Results follow in this order: NR5A2 inv ag, TRAIL sens C8, LMP1 NFkB inh, SRC2 inh, NCOA1 inh, NOD2-RIPK2 inh, TLR9-MyD88 inh, NR2F2 inh, TROY signal inh, SRC3 inh, TWEAK-Fn14 inh
- CCOc1ccc(NC(=O)COc2ccc(C(=O)NC(C)c3ccc(S(N)(=O)=O)cc3)cc2OC)cc1 (centres undefined)
→ -15, 2, 3, 4, -5, -5, 3, 7, -2, -10, 0
- Cc1ccc(CS(=O)(=O)c2ncc(Cl)c(C(=O)Nc3ccc(OC(F)F)cc3)n2)cc1
→ 17, 88*, u, 37, -80, 94*, 36*, 11, 79*, -18, 83*
- Fc1cccc(Nc2nc(-c3ccncc3)nc3ccccc23)c1
→ 20, 0, -6, -17, 17, -8, 11, 5, -2, 14, -3
- CC(C)(C)OC(=O)NCCCCCC(=O)N/N=C/c1coc2ccccc2c1=O
→ -85, 2, -4, 3, -41, 1, -3, -26, -22, -20, -1
- CC(c1nc2ccccc2n1Cc1ccccc1)n1c(-c2cnccn2)nc2ccccc21 (centres undefined)
→ 5, 7, x, -8, x, -8, x, -1, x, x, x
- CCN(C(=O)COC(=O)C1=COCCO1)c1ccccc1
→ 8, 4, 3, 10, -18, -3, 4, -5, 7, 1, 0
- CC1COc2ccccc2N1C(=O)c1cccnc1Cl (centres undefined)
→ 7, -6, 6, 0, -3, 3, -1, -7, 8, -1, -10
- CCOC(=O)N1CCC(NC(=O)c2cc(COc3ccccc3SC)on2)CC1
→ 2, -1, 15, -15, -40, -5, 1, 9, -29, -5, -4
- CCN(C(=O)c1c([N+](=O)[O-])cnn1C)c1ccccc1
→ -6, -8, -10, -9, -12, 5, 0, -4, -10, -9, 16
- COc1ccc(N2CCN(CC(=O)Nc3ccccc3C(=O)NC(C)c3ccccc3)CC2)cc1 (centres undefined)
→ -3, -24, 5, -11, -8, -10, -4, -2, 0, -8, 4
- CC(C)n1nnnc1C1c2ccccc2C(=O)N1Cc1cccnc1 (centres undefined)
→ 19, 0, x, -26, x, -4, x, -11, 11, x, 3
- CC1(C)CC(=O)c2cc(OCC(=O)O)ccc2O1
→ 18, 0, -5, -1, 2, 5, -1, 19, -5, 15, -9
- COc1cccc(CN(CC(=O)NC2CCCC2)C(=O)CCC(=O)Nc2cc(C)on2)c1
→ 12, -11, -4, -26, 0, -21, -2, 2, -16, -6, -3
- COc1c(C)cc(C(=O)C2CCCN(C(=O)Cn3nc(C)nc3C)C2)cc1C (centres undefined)
→ 6, -3, 6, 4, 9, -2, 11, 2, -8, 10, -8
- COc1ccccc1C(=O)NCCC(=O)N1CCCC(C(F)(F)F)C1 (centres undefined)
→ -13, 19, -3, 10, -11, -11, -10, -2, 3, 19, -11
- O=C(OCc1nnc(-c2ccccc2)o1)c1cccc(-n2cnnn2)c1
→ -16, -14, -4, -4, -5, -6, 7, 2, -32, 8, -10
- CCc1ccc(N(C(=O)CNC(=O)c2ccco2)C(C(=O)NCC2CCCO2)c2ccccc2)cc1 (centres undefined)
→ -1, -2, 0, -32, 9, -5, -6, 21, 0, -3, 8
- O=C(NCC1CCCO1)C1CCN(S(=O)(=O)c2ccccc2)CC1 (centres undefined)
→ 6, -2, -6, 10, 8, -5, 0, 11, 2, 8, 3
- CN(C)CCCNC(=O)c1ccc(Cl)c(S(=O)(=O)N(C)c2ccccc2)c1
→ 13, -7, -10, 1, -14, -6, -8, -2, -11, 10, 1
- O=C(CN1CCOCC1)N/N=C/c1ccccc1
→ -11, 1, 4, 2, 6, 2, 2, -1, 0, 22, 16
- CCOC(=O)C1CCN(c2c(NCc3ccc(C(=O)NC4CCCC4)cc3)c(=O)c2=O)CC1
→ 11, 2, -7, -6, -7, -6, -8, 5, 5, -9, -2
- Cc1cc(C)n(CC(O)COc2ccc(C(C)(C)C)cc2)n1 (centres undefined)
→ 8, 1, -10, -16, 10, -9, -9, 8, -8, 14, -1
- CC(C)CC(NC(=O)C(COCc1ccccc1)NC(=O)OC(C)(C)C)C(=O)NN (centres undefined)
→ -2, -7, -6, -18, 3, 0, -10, -16, -2, 15, 9
- FC(F)(F)c1cc(CCN2CCNC[C@@H]2CC2CCCCC2)cc(C(F)(F)F)c1
→ 16, 67*, -7, -36, 3, 4, 3, -11, -30, 10, -3
- C[C@@H]1C(=O)O[C@H]2C[C@@]34[C@H]5C[C@@H](C(C)(C)C)[C@]36[C@@H](OC(=O)[C@@H]6O)O[C@@]4(C(=O)O5)[C@]21O
→ -12, 7, -4, -19, 5, 5, -4, 15, -3, 7, 10
- Cc1ccc(C)c(S(=O)(=O)N2CCN(C(=O)CSc3ccccc3)CC2)c1
→ -13, -3, -6, -1, -2, 2, 4, 13, 1, 6, -17
- COc1ccc(OCC(=O)NNC(=O)c2cc3ccccc3o2)cc1
→ 15, 8, -9, 9, -3, -7, 9, -7, 4, 9, 3
- Nc1cc2c([N+](=O)[O-])cccc2o1
→ 14, 2, -4, -8, -16, 9, 2, -6, 10, 3, 20
- Cc1ccc(S(=O)(=O)N2CCOCC2)cc1NC(=O)CSc1nnc(C2CC2)n1C1CC1
→ -21, -7, -2, -4, 2, -10, -9, -10, 2, -11, -6
- COc1ccc(OC)c(-c2csc(N(Cc3ccco3)C(=O)c3cccs3)n2)c1
→ -5, 10, 2, -16, -11, -3, -16, -12, -13, 10, 14
- COc1ccc(CCNC(=O)C2CCN(S(=O)(=O)c3ccc(Cl)cc3)CC2)cc1OC
→ -1, 6, -3, 1, 3, -12, 8, -5, 8, 17, -12
- Cc1c(C)c2ccc(O[C@@H]3O[C@H](CO)[C@H](O)[C@H](O)[C@H]3O)c(C)c2oc1=O
→ 10, 6, 4, -11, -5, -6, 6, -9, 2, -3, 6
- O=S(=O)(Cc1cc(Sc2ccccc2)nc(-c2ccccc2)n1)c1ccccc1
→ -4, -2, 3, -9, -10, -5, -5, 2, -4, -11, -12
- O=C(CN1CCOCC1)NN1CC(=O)N(c2ccc(Cl)cc2)CC1=O
→ 10, -6, -5, 7, 10, -8, -11, -18, 5, 19, 4
- CCN(CC)c1ccc(/C=N/n2c(=S)[nH]nc(C)c2=O)cc1
→ 24, -9, -7, -17, -8, 2, -3, -16, -4, 0, -15
- NC(=O)C1CCN(C(=O)c2ccc3ccccc3c2)CC1
→ -3, 2, -6, -23, 6, -4, 0, -10, 28, 0, 37
- CN(C)C(=O)c1cc(C(=O)c2c(F)cccc2F)c[nH]1
→ -14, 6, 19, -13, -25, 1, 5, -1, 4, -8, -8
- CN(C)C(=O)C(=O)c1cccn1-c1ccccc1C#N
→ 3, 0, 2, -33, 5, 8, 7, 5, 4, -20, 12
- COc1ccc(CNc2nc(-c3cccnc3)nn2C(=O)C(C)C)cc1
→ -6, 3, 11, -1, 3, -5, -3, -1, -1, -27, 11
- CCC(C)(C)NC(=O)C(c1cccn1C)N(C(=O)Cn1nnc2ccccc21)c1ccc(OC)cc1OC (centres undefined)
→ 12, -3, 3, 26, 0, -2, -12, 3, 13, -5, 19
- O=C1OCCC1Sc1nc2ccccc2c(=O)n1Cc1ccccc1 (centres undefined)
→ -3, 3, 1, -26, 3, -6, -2, -5, 12, 12, -2
- COc1cccc(-c2cc3nc(NCc4ccccc4F)n(C)c(=O)c3s2)c1
→ -9, 1, x, 7, -7, 7, x, -34, 0, -9, -1
- CN(C)c1ccc(CNn2cnnc2SCC(=O)NC(C)(C)C)cc1
→ 9, 30, -5, 7, 6, -9, 1, 1, -10, 2, -4
- O=C(NCc1ccccn1)c1cc(S(=O)(=O)N2CCCCCC2)ccc1Cl
→ 0, 3, -3, 21, 8, -5, 3, 0, 2, 14, 1
- Fc1ccc(N2N=C(c3cccs3)CC2c2ccco2)c(F)c1 (centres undefined)
→ -12, 10, -2, -4, 5, -14, 2, 0, -21, -7, 11
- Cc1nc(C(=O)N2CCCC(Nc3ccc(C)c(C)c3)C2)cs1 (centres undefined)
→ 27, -24, 0, 4, -5, -5, 2, -20, -19, 12, 12
- Cc1cccc(Cc2c(C)nc3nc(SCC(=O)NCc4ccco4)nn3c2C)c1
→ -7, 9, 2, 19, -5, 4, -4, 18, 16, -5, 18
- Clc1ccc(OCCn2ccnc2)c2ccccc12
→ -11, -6, -16, 21, -11, 9, 3, 1, -13, 10, 2
- O=C(Cn1cc(C(F)(F)F)cc(Cl)c1=O)Nc1cccc(S(=O)(=O)N2CCCCC2)c1
→ -4, -7, -3, -31, -17, -10, -4, -1, -15, 13, -14
- COCCNC(=O)Cn1cnc2ccc(S(=O)(=O)N3CCC(C)CC3)cc2c1=O
→ -10, 16, -9, -4, 1, 3, -6, 23, 9, 13, -8

Following part.
Results follow in this order: NR5A2 inv ag, TRAIL sens C8, LMP1 NFkB inh, SRC2 inh, NCOA1 inh, NOD2-RIPK2 inh, TLR9-MyD88 inh, NR2F2 inh, TROY signal inh, SRC3 inh, TWEAK-Fn14 inh
- c1ccc(-c2ccccn2)nc1
→ 10, -15, 2, -19, -2, -2, -5, -4, 3, -2, 5
- Cc1ccc(C(=O)NC2CC(C)(C)NC(C)(C)C2)cc1
→ 16, -20, 5, -3, 5, -3, 7, 0, -6, -31, 1
- CN1CCN(C(=O)CN(CCc2ccccc2)S(C)(=O)=O)CC1
→ 16, -3, 2, -5, -8, 8, 4, -6, 6, 6, 19
- CC(=O)Nc1ccc(NC(=O)C(C)OC(=O)CNS(=O)(=O)c2ccc(Br)cc2Cl)cc1 (centres undefined)
→ -5, -9, 3, -15, -1, 5, -5, -11, 23, 8, 15
- O=C(NCCCNC(=O)c1cncc(O)c1)c1cncc(O)c1
→ 8, -9, -4, -13, -1, -18, 4, -20, 1, 4, 6
- O=C(CCN1C(=O)/C(=C/c2cccc(Br)c2)SC1=S)NNC(=O)c1cccnc1
→ 15, 18, -1, x, -10, -5, -8, x, 2, 10, -2

This is a subset, so the mix of outcomes need not match the whole.
